FUS yeast rescue – qHTS for Suppressors of FUS Proteinopathy: Primary screen using FUS-linked yeast assay. S. cerevisiae FUS-expressing, growth rescue, OD600, 24 h. Potency, µM (top dose mostly 76.6 µM), inactives show at the top dose growth rescue (activation), hits mostly activators. 390,000 tested, 0.24% active. AID 1347120, 2019;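 note: potency is the fitted concentration of half-maximal effect; plate controls were DMSO vehicle for no effect and reference control for full effect; nearly all actives have a fitted effect of over 55% in size; some results filed as inactive show a strong effect at the top dose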
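Yeast FUS proteinopathy model; galactose-induced FUS (2%), starting OD 0.005. Cpds in dilution series, 24hr, 30C, 99% humidity. Abs 600 nm growth. Pos ctrl CP55940 (top 92uM final); neg ctrl DMSO.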
EPAC1 antag – qHTS for Antagonist of cAMP-regulated guanine nucleotide exchange factor 3 (EPAC1): primary screen; AID 720709, 2013; 360,000 tested, 0.14% active; Rap guanine nucleotide exchange factor 3 (Homo sapiens), O95398; Potency, µM (series often up to 115 µM), without a hit: top-dose activity change, negative = inhibition, actives largely listed as inhibitors; EPAC1 GEF assay, Rap1b-BODIPY-GDP exchange fluorescence;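 note: potency is the fitted concentration of half-maximal effect; plate controls were vehicle for no effect and positive control for full effect; nearly all actives have a fitted effect of over 50% in size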
PLK1 PBD block – qHTS for Inhibitors of PLK1-PDB (polo-like kinase 1 - polo-box domain): Primary Screen; AID 720504, 2013; Serine/threonine-protein kinase PLK1 (Homo sapiens), P53350; Plk1 PBD binding of FITC phosphopeptide, fluorescence polarization; Potency, µM, inactives show max response, negative = inhibition, actives largely listed as inhibitors; 360,000 tested, 2.8% active; note: potency is the fitted concentration of half-maximal effect; series mostly up to about 57 µM; % is set by controls: 0 for no effect and ±100 for the full control effect; nearly all actives have a fitted effect of over 65% in size
Target sequence (P53350 whole entry, looked up, the tested form may be a part): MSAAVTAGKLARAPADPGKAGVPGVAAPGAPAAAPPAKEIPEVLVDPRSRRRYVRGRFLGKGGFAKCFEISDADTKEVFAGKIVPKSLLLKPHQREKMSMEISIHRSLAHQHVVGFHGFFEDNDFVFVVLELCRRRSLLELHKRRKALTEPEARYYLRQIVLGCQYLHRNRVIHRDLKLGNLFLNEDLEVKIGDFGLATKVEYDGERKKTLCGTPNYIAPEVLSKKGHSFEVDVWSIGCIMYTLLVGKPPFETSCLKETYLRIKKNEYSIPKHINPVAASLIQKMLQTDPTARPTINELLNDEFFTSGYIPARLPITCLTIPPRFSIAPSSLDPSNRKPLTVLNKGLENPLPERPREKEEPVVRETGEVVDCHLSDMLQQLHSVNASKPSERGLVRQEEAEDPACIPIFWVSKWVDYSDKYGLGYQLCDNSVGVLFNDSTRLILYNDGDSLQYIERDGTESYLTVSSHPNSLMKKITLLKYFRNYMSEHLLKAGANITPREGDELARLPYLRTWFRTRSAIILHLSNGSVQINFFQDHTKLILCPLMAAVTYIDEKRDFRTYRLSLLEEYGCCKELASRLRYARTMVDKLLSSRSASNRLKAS
Abeta rescue – qHTS for compounds that reverse cellular toxicity of Amyloid beta (A-beta) peptide in yeast: Primary Screen | yeast expressing A-beta42, growth rescue, OD600, 48 h; response scale: 0% DMSO, 100% iron-clioquinol control | Potency, µM (highest dose often 46.1 µM), inactives show at the highest dose growth rescue, actives largely listed as activators | 410,000 tested, 0.063% active; note: potency is the fitted concentration of half-maximal effect; nearly all actives have a fitted effect of over 55% in size
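Yeast A-beta toxicity model in growth medium with pinned compounds, 48 h at 30 C; growth read as absorbance at 600 nm. Normalized to FeCl3/clioquinol equimolar mix (positive) and DMSO (negative).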
EPAC1 ag – qHTS for Agonist of cAMP-regulated guanine nucleotide exchange factor 3 (EPAC1): primary screen. 360,000 tested, 0.073% active. Potency, µM (series often up to 154 µM), inactives show top-dose activation, most hits filed as activators. EPAC1 agonist qHTS, biochemical assay; response scale: 100% = response to 6.5 mM cAMP. AID 720707, 2013; note: potency is the fitted concentration of half-maximal effect; nearly all actives have a fitted effect of over 60% in size
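EPAC1 100 nM, Rap1B–BODIPY-GDP 250 nM, unlabeled GDP 50 uM; compound titration; 5 min RT; kinetic read ex480/em540 at 5-min intervals ×30 min; data normalized to 6.5 mM cAMP agonist control.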
aSyn rescue – qHTS of alpha-syn Inhibitors | 370,000 tested, 0.14% active | Yeast expressing alpha-synuclein, growth rescue, BacTiter-Glo, 24 h | AID 652106, 2013 | Potency, µM (highest dose often 46.1 µM), without a hit: top-dose growth rescue (activation), usual class: activators; note: potency is the fitted concentration of half-maximal effect; % of control where 0% means no effect; nearly all actives have a fitted effect of over 65% in size
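Readout is rescue of growth in alpha-synuclein-expressing yeast, so inhibitors of toxicity appear as activators. Growth after 24 hr at 30 deg C in galactose medium is quantified by luminescence.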
PI5P4K alpha inh – qHTS for Inhibitors of phosphatidylinositol 5-phosphate 4-kinase (PI5P4K). 330,000 tested, 1.2% active. PI5P4Kalpha enzyme, ADP-Glo luminescence, 60 min; stronger effect = lower value. max response, %; active = max response of -50% or lower; inconclusive = between -30% and -50%; inactive = -30% or higher; note: value at the top dose of about 77 µM; % is set by controls: 0 for no effect and ±100 for the full control effect
Target sequence (P48426 whole entry, looked up): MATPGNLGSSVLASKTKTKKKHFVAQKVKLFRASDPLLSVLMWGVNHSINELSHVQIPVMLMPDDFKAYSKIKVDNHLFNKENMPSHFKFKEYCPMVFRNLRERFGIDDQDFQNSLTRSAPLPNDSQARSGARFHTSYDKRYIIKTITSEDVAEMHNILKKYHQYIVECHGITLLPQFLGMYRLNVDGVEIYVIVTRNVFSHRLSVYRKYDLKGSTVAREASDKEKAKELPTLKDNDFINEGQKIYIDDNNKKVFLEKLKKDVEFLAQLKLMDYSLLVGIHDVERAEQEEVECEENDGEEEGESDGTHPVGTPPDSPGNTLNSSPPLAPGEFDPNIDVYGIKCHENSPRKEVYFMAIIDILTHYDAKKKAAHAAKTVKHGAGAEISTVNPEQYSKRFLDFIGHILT
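Enzyme plus substrate dispensed, test compounds pinned in, then ATP (5 microM final) added. After 60 min at RT, ADP-Glo reagent 1 for 45 min and reagent 2 for 30 min preceded luminescence imaging.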
IL-2 act – qHTS of IL-2 Activators; 360,000 tested, 0.065% active; activation, % (series mostly up to about 46 µM); AID 652025, 2013; IL-2 activation reporter assay, cell-based qHTS; stimulated with anti-CD3/CD4/CD28 beads; in transgenic mouse T cells; in the data active = activation above about 50%; inconclusive = mostly about 30% to 49%; note: 0% is about no effect
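Using fluorescent plate cytometry, EGFP and DsRed are detected in transgenic mouse T cells stimulated 18 h at 37 degrees C with antibody-coated beads after 60 min compound pretreatment.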
WRN helicase inh – qHTS for Inhibitors of WRN Helicase. Bifunctional 3'-5' exonuclease/ATP-dependent helicase WRN (Homo sapiens), Q14191. WRN helicase unwinding, fluorescent forked duplex, kinetic. Potency, µM (titrated, usually from 114 µM), for the others: at the top dose activity change, negative = inhibition, most hits filed as inhibitors. 360,000 tested, 0.46% active. AID 651768, 2012; note: potency is the fitted concentration of half-maximal effect; % is set by controls: 0 for no effect and ±100 for the full control effect; nearly all actives have a fitted effect of over 55% in size
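Enzyme (20 nM final) and test compound sit together 15 min at room temperature before substrate addition. Substrate is a single-forked duplex oligonucleotide (100 nM) labelled with fluorophore and quencher, with 2 mM ATP; helicase unwinding raises red fluorescence, read kinetically.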
Active calls of the source: *; ? = inconclusive; . = no result given; & = joins results of further samples; [ ] = dose if it differs, or a comment. Unless noted, calls come from the whole dose curve; as a rule, active = well fitted curve in the direction sought with a large enough effect; inconclusive = small, poorly fitted or top-dose-only effect, or another doubt; inactive = no such curve, though single readings can be large; an effect the other way counts as inactive or inconclusive.

SMILES	FUS yeast rescue	EPAC1 antag	PLK1 PBD block	Abeta rescue	EPAC1 ag	aSyn rescue	PI5P4K alpha inh	IL-2 act	WRN helicase inh
CC(=O)c1cccc(S(=O)(=O)Nc2cccc(S(=O)(=O)NC3=NCCC3)c2)c1	.	-3%	-9%	-7%	-4%	-10%	-2	-4.4	3%
COc1ccc(-c2nc(=S)c3ccc4ccccc4c3[nH]2)cc1	13%	-14%	-11%	-14%	10%	0%	1	-2.4	-7%
O=C(CSc1nc2ccccc2n1CC(=O)N1CCCCC1)N1CCCCC1	3%	0%	0%	-10%	-5%	-1%	2	3.6	-3%
COc1cc(NC2c3ncccc3C(=O)N2Cc2ccco2)cc(OC)c1 (stereo not drawn)	37%	?	-17%	-4%	6%	-3%	.	-2.5	-9%
Cc1ccccc1C(=O)NC1CCN(Cc2nnnn2Cc2ccccc2)CC1	13%	13%	-4%	3%	-2%	-4%	.	-1.8	11%
CCOC(=O)c1ccc(N(C(=O)c2ccco2)C(C(=O)NC2CCCC2)c2ccncc2)cc1 (stereo not drawn)	25%	10%	-15%	-8%	-2%	-4%	-8	-2.2	-5%
O=C(CN(c1ccc2c(c1)OCCO2)S(=O)(=O)c1ccccc1)NCc1ccc(Cl)cc1	.	-13%	-10%	-10%	6%	-1%	3	-3.7	2%
CN(C)CCNC(=O)c1onc(CSc2ccncc2)c1C(=O)NCCN(C)C	-9%	4%	4%	-8%	4%	5%	-1	-2.1	-12%
Cc1ccc2[nH]cc(C(=O)NCc3cccs3)c(=O)c2c1	-19%	-2%	-5%	1%	-2%	-4%	.	-0.8	-10%[57.1 µM]
CCOc1ccc(N/C(C)=C/C(=O)c2ccc(C)o2)cc1	-24%	0%	1%	-3%	-3%	.	-2	1.0	7%
O=C(Nc1nccs1)NC(C(F)(F)F)C(F)(F)F	1%	1%	-5%	14%	-12%	-1%	-1	-0.4	-8%
Cc1[nH]c2ccccc2c1N=Nc1c(C)n(C)n(-c2ccccc2)c1=O	13%	-7%	-7%	6%	0%	-2%	-9	-3.0	-12%
COc1nccnc1NS(=O)(=O)c1ccc(NC(=O)c2ccccc2Br)cc1	18%	0%	-5%	15%	8%	3%	-3	1.4	-11%
COc1cc(/C=C/C(=O)OCC(=O)Nc2cccc(F)c2)ccc1O	18%	2%	3%	10%	-1%	0%	-6	-0.4	-17%
COc1ccccc1S(=O)(=O)Cc1ccc(C(=O)NCC2CCCO2)o1 (stereo not drawn)	-8%	5%	-4%	0%	6%	6%	-4	-0.1	-4%
COCCNC(=O)c1cc2c(Br)ccc(Br)c2nc1N	-12%	-21%	-4%	-9%	4%	-1%	1	-0.4	-1%
CCOC(=O)c1cnc2c(Cl)cc(Cl)cc2c1NCCOCCO	9%	-3%	1%	12%	-4%	1%	.	-1.4	4%
CCOC(=O)c1cc2cc(-c3c(C(=O)OCC)oc4cc(O)cc(O)c4c3=O)ccc2o1	?	-23%	-8%	-25%	16%	24%	.	0.0	-13%
COc1ccc(C(=O)CN2C(=O)NC3(CCCc4ccccc43)C2=O)cc1 (stereo not drawn)	10%	5%	-3%	0%	2%	-1%	0	-4.8	-3%
Cn1c(Cn2c(=O)sc3ccccc32)nnc1SCc1cccc(F)c1	-14%	-4%	-4%	6%	5%	1%	4	-0.7	-5%

Of the compounds above, these contain bromine:
SMILES	FUS yeast rescue	EPAC1 antag	PLK1 PBD block	Abeta rescue	EPAC1 ag	aSyn rescue	PI5P4K alpha inh	IL-2 act	WRN helicase inh
COc1nccnc1NS(=O)(=O)c1ccc(NC(=O)c2ccccc2Br)cc1	18%	0%	-5%	15%	8%	3%	-3	1.4	-11%
COCCNC(=O)c1cc2c(Br)ccc(Br)c2nc1N	-12%	-21%	-4%	-9%	4%	-1%	1	-0.4	-1%

(continued)
SMILES	FUS yeast rescue	EPAC1 antag	PLK1 PBD block	Abeta rescue	EPAC1 ag	aSyn rescue	PI5P4K alpha inh	IL-2 act	WRN helicase inh
CC(=O)NC(CSC(CC(=O)c1ccco1)c1ccc(C)cc1)C(=O)O (stereo not drawn)	-37%	-2%	-7%	-25%	10%	1%	3	-0.8	-17%
COc1c(Cl)cc(Cl)cc1C(=O)Nc1ccccc1N1CCN(C(C)=O)CC1	.	-3%	-6%	7%	-3%	6%	-1	-2.5	-13%
CCOc1cc(C(=O)OCC(=O)Nc2cc(C)on2)ccc1OCC(C)C	17%	-8%	-5%	-12%	-4%	3%	-1	-0.7	-29%[57.1 µM]
Nc1c(Cl)cc(S(N)(=O)=O)cc1S(N)(=O)=O	-24%	1%	-1%	-1%	-14%	9%	-8	-3.1	2%
Cc1ccc2cccc([N+](=O)[O-])c2n1	12%	8%	3%	-8%	-12%	-6%	-9	-1.8	6%
COC(C[C@@H](O)C[C@H](O)[C@@H](C)OCc1ccccc1)OC	-26%	5%	-8%	5%	8%	-5%	1	0.0	-3%
CC12CCC3c4ccc(O)cc4CCC3C1CCC2=O (stereo not drawn)	-6%	-6%	-2%	-19%	-10%	3%	0	-0.5	-4%
Cn1c(SCc2ccccc2)nnc1-c1c[nH]c2ccccc12	-5%	4%	5%	8%	-2%	1%	-1	-1.1	-10%
CCN(CC)C(=O)C1=C(C)N(CCCN2CCCC2=O)C(=O)C(CC(=O)NCCCCc2ccccc2)C1 (stereo not drawn)	3%	4%	-2%	9%	-11%	-2%	3	0.9	9%
CCOC(=O)C1(C)CCN1C(=O)c1cc(C)n(C(C)(C)C)n1 (stereo not drawn)	39%	9%	2%	-9%	-8%	0%	-5	0.2	7%
O=S(=O)(c1cccc(-c2cn3cccnc3n2)c1)N1CCCCCC1	6%	-2%	-16%	-2%	-2%	-1%	-16	-0.6	-14%
N#Cc1ccc(OCC(=O)N/N=C/C2CC=CCC2)cc1 (stereo not drawn)	-19%	4%	3%	14%	4%	1%	2	0.2	8%
COc1ccc(OC)c(NC(=O)C2CCN(S(=O)(=O)c3cccs3)CC2)c1	-12%	6%	-5%	-5%	1%	0%	.	-0.7	-1%
CCOC(=O)C1CCN(C(=O)COc2ccc(N(C)S(=O)(=O)c3ccc(C)cc3)cc2)CC1	20%	-3%	-9%	-13%	2%	1%	4	-0.9	-13%
O=C(NC1CCCCCC1)c1ccc(CS(=O)Cc2ccccc2Cl)o1 (stereo not drawn)	9%	1%	-17%	6%	3%	12%	0	-3.1	6%
Clc1ccc(C(c2nnnn2CCc2ccccc2)N2CCSCC2)cc1 (stereo not drawn)	43%	-1%	-6%	4%	14%	22%	-4	0.2	-2%
O=C(c1ccc([N+](=O)[O-])cc1Cl)N1CCN(Cc2ccccc2)CC1	-15%	7%	2%	-1%	-10%	-2%	2	-1.3	23%
COc1ccccc1Oc1ccc(S(=O)(=O)N2CCCCC2)cc1NC(=O)CCNC(C)=O	.	4%	3%	8%	-8%	9%	-4	-3.0	-8%
COC(=O)[C@@]1(Cc2ccc(F)cc2)[C@H]2c3cc(C(=O)N(C)C)n(CCc4c[nH]c5ccc(OC)cc45)c3C[C@H]2CN1C(=O)c1ccccc1	26%	-13%	-1%	0%	5%	-1%	0	-0.1	-3%
Cc1cc(Cl)ccc1C(=O)C1CCCN(C(=O)c2ccsc2)C1 (stereo not drawn)	11%	3%	-2%	4%	-4%	10%	-4	-3.5	-19%
CCCC(=O)N1CCC1(C)C(=O)Nc1ccc2scnc2c1 (stereo not drawn)	-13%	-18%	-8%	-23%	-6%	-1%	2	-0.1	-7%
Cc1ccc(C(=O)c2ccc(O)cc2)cc1C	1%	-13%	-11%	-15%	10%	0%	-2	-0.8	-2%
Cn1c(SCC(=O)Nc2ccc(N3CCOCC3)cc2)nnc1-c1ccccc1	?	12%	-12%	-8%	8%	1%	.	-2.5	-3%
Cc1cccc(Cc2cnc(NC(=O)c3ccc(C)o3)s2)c1	18%	14%	-1%	7%	9%	2%	-1	-2.5	-1%
Cc1ccc([N+](=O)[O-])c(C(=O)N/N=C/c2cccs2)c1	6%	-2%	3%	2%	-6%	-1%	1	-0.1	6%
O=C(NCc1ccccn1)c1ccc(OC2CCN(Cc3ccccc3)CC2)cc1	13%	-2%	0%	-2%	-6%	0%	-6	0.3	-22%
CN1CCN(S(=O)(=O)c2ccc(N3CCN(c4ccccc4O)CC3)c([N+](=O)[O-])c2)CC1	27%	-12%	-12%	2%	-11%	-6%	3	-3.4	-14%
Cc1ccc(-c2csc3nnc(SCC(=O)Nc4nsc(-c5ccccc5)n4)n23)cc1	15%	3%	0%&-10%	-5%	5%	3%	.	0.9	1%
Cc1ccccc1NC(=O)C1CCCN(c2nnc(N3CCCC3=O)s2)C1 (stereo not drawn)	-16%	2%	-6%	-22%	-11%	-22%	-13	-4.1	-14%
Cc1ccc(-c2nc(-c3ccncc3)no2)cc1C	13%	-2%	-3%	-17%	6%	8%	9	-2.0	1%
Cc1ccc(S(=O)(=O)C2(C(=O)N3CCCC(C)C3)CC2)cc1 (stereo not drawn)	32%	-9%	-4%	-1%	-6%	2%	.	-0.4	5%
CN(C)Cc1c(O)ccc2occ(C(=O)c3ccc(F)cc3)c12	6%	0%	-4%	-10%	10%	3%	-1	-0.2	6%

Three compounds from above, ordered by their value in EPAC1 antag, low to high.
Molecule | EPAC1 antag
Cc1ccc(C(=O)c2ccc(O)cc2)cc1C | -13%
CN(C)Cc1c(O)ccc2occ(C(=O)c3ccc(F)cc3)c12 | 0%
Cc1ccc(-c2csc3nnc(SCC(=O)Nc4nsc(-c5ccccc5)n4)n23)cc1 | 3%

Screening data from PubChem BioAssay.
